# Bioassay records (PubChem BioAssay)
# TSHR antag = antagonists of human thyroid stimulating hormone receptor. activity change, negative = inhibition, % at 11.5 µM. 330,000 compounds, 0.2% hits. TSHR-expressing cells, TSH-stimulated cAMP HTRF, 2 h; stronger effect = lower value. P16473;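 active = activity change below a set negative limit, meaning inhibition stronger than a set level, cut at about -70% in these data; inconclusive = activity change between two set negative limits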; note: % is set by controls: 0 for no effect and ±100 for the full control effect
#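 Freshly harvested TSHR cells receive pin-tooled compound, then EC80 TSH at 4nM final. After 2 hours at 37 deg C, antibody in lysis buffer and cAMP-d2 are added; 30 minutes at ambient temperature precede the HTRF read.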
# MLL CXXC-DNA inh = inhibitors of human MLL CXXC domain-DNA interaction; MLL-CXXC / FITC-HOXA9 DNA fluorescence polarization; Potency, µM (highest dose often 115 µM), inactives show at the highest dose activity change, negative = inhibition, most hits filed as inhibitors; 290,000 compounds, 0.037% hits; AID 2662; active = well fitted inhibition curve with a large enough effect in the polarisation, with a control signal flat, not every such curve was filed as active; inconclusive = small, poorly fitted or top-dose-only effect, or effect the other way, or a change in a side signal; inactive = no such curve, though single readings can be large or run the other way; the % refers to the polarisation; note: potency is the fitted concentration of half-maximal effect
#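 Purified MLL-CXXC (added from a 7 uM solution) was preincubated 5 min at ambient with pinned compounds in 50 mM Tris-HCl pH 7.5, 50 mM NaCl, 1 mM DTT, 0.05% BSA. Fluorescein-labeled HOX-A9 DNA (50 nM solution) followed, 30 min, then polarization read.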
# GALK inhibitor = blocks human galactokinase activity | P51570 | Purified GALK, Kinase-Glo residual ATP luminescence | Potency, µM (highest dose often 57.5 µM), without a hit: top-dose activity change, negative = inhibition, usual class: inhibitors | 270,000 compounds, 0.007% hits; note: potency is the fitted concentration of half-maximal effect; % is set by controls: 0 for no effect and ±100 for the full control effect
# Target sequence (P51570 whole entry, looked up): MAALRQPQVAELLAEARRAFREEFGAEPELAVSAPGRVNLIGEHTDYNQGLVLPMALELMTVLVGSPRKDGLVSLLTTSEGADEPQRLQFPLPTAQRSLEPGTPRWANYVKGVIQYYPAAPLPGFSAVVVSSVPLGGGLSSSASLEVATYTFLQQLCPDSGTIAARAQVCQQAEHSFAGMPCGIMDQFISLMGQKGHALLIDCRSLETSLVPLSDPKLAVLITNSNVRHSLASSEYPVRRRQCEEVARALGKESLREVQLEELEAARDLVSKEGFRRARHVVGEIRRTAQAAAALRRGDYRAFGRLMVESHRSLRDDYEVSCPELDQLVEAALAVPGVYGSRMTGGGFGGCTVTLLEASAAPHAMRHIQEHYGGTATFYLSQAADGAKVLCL
#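 Compounds were pin-transferred into ATP buffer (35 uM final), then GALK plus galactose (5 nM, 100 uM final) was added. After 1 h at room temperature, Kinase-Glo Plus was added and luminescence read after 10 min.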
# BCR signal inh = inhibitors of chronic active B-cell receptor signaling | ABC-DLBCL IkBa-CBG/CBR reporter, luminescence ratio, 4 h | Potency, µM (series often up to 46.1 µM), for inactives: top-dose ratio change, negative = lower green/red ratio, usual class: inhibitors | AID 493014 | 340,000 compounds, 0.05% hits; active = well fitted inhibition curve with a large enough effect in the signal ratio, with a control signal flat, not every such curve was filed as active; inconclusive = small, poorly fitted or top-dose-only effect, or effect the other way, or a change in a side signal; the % refers to the signal ratio;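 note: potency is the fitted concentration of half-maximal effect; plate controls were basal doxycycline-induced cells for no effect and cells given 10 µM MG132 for full effect; MG132 reads +100%, hits lower the ratio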
#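 TMD8 human ABC-DLBCL cells with doxycycline-inducible IκBα–green luciferase fusion and unfused red luciferase, in 0.5% FBS medium; compounds up to 46 uM, 4 h at 37C. Green/red luminescence ratio, filter-overlap corrected, fitted to concentration-response curves.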
# AT treatment = candidate therapy for ataxia-telangiectasia; […] A-T fibroblasts, KAP-1 phosphorylation AlphaLISA; neocarzinostatin DNA damage 30 min before lysis; Potency, µM (doses to about 57.5 µM), for the others: at the highest dose activation, usual class: activators; 320,000 compounds, 0.19% hits; AID 485349; note: potency is the fitted concentration of half-maximal effect; % of control where 0% means no effect; nearly all actives have a fitted effect of over 45% in size
#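 hTERT-immortalized A-T patient fibroblasts ([…]), 500 cells/well in OPTI-MEM, 1% FBS, got compounds for 60 min, then NCS for 30 min at 37C. Lysates were then assayed for phospho-KAP-1 by AlphaLISA (anti-pKAP1 donor, anti-KAP1 acceptor beads), 6 hr at 25C.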
# Coupling enz = counter-screen for Giardia aldolase inhibitors: coupling enzyme system; coupling enzyme system counterscreen, AmpLite Red fluorescence; activity change, negative = inhibition, % at 58.2 µM, hits read low; 290,000 compounds, 0.67% hits; in the data active = activity change below about -30%; note: % is set by controls: 0 for no effect and ±100 for the full control effect
#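 Counterscreen of the coupled detection system alone, without aldolase: glyceraldehyde-3-phosphate coupling enzymes plus AmpLite Red readout. Compounds at 57.5 uM final, 10 min RT preincubation, 20 min RT reaction, fluorescence 525/598 nm.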
# Giardia killer = Giardia lamblia killing | Giardia lamblia trophozoite viability | activity change, % at 7.66 µM, hits read low | 340,000 compounds, 0.15% hits; in the data active = activity change below about -80%; inconclusive = between about -30% and that limit;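 note: parasites exposed to compound for two days anaerobically before the ATP read; % is set by controls: 0 for no effect and ±100 for the full control effect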
#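 Viability, read as ATP luminescence: trophozoites at 100 cells/well, compound added, 48 hrs anaerobic at 37 deg C, then 15-30 min room-temperature development before reading.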
# Tb PFK inh = T. brucei PFK enzyme inhibition; 330,000 compounds, 0.17% hits; T. brucei PFK, ADP-Glo luminescence; Potency, µM (series often up to 57.5 µM), inactives show at the highest dose activity, negative = inhibition, hits mostly inhibitors; O15648;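 note: potency is the fitted concentration of half-maximal effect; 0% = uninhibited 1x PFK enzyme wells and -100% = no-enzyme wells; nearly all actives have a fitted effect of over 60% in size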
# Target sequence (O15648 whole entry, looked up): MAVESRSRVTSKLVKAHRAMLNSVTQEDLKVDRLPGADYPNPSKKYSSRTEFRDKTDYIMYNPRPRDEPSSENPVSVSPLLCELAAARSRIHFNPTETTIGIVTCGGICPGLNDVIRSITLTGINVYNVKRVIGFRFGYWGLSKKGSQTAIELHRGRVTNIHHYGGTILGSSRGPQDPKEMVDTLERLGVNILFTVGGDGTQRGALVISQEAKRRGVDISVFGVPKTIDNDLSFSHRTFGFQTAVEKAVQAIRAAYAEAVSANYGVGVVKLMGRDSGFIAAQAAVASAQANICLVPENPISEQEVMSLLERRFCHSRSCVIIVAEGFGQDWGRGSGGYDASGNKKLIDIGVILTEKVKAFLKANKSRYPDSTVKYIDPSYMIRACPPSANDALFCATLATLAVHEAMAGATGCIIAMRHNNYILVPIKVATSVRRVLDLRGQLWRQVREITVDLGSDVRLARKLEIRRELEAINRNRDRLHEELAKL
#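 Activity is normalized to no-enzyme wells (full inhibition) and 1.25 nM enzyme wells (no inhibition). Reaction: 0.5 mM F6P, 0.1 mM ATP, 45 min RT, ADP-Glo luminescence; concentration-response curves fitted and classed by quality.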
# KCNH2 WT inh = inhibitors of human wildtype KCNH2 potassium channel; 340,000 compounds, 0.37% hits; activity change, % at 1.84 µM; Q12809; AID 720551; U2OS, BacMam KCNH2, thallium flux FluxOr; stronger effect = lower value;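 active = maximum activity change below -70%; inconclusive = maximum activity change between -70% and -50%; inactive = maximum activity change above -50%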; note: % is set by controls: 0 for no effect and ±100 for the full control effect
#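 U2OS cells were transduced with wild-type KCNH2 virus (2.03 x 10^8 / mL) for 4 h at room temperature, then cultured overnight at 37 C. Thallium flux was read with FluxOr dye. Rate constants were normalized to DMSO controls.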
# TCR activator = T cell receptor activation. primary human leukocytes, anti-CD3, IL-2 HTRF, 48 h. 330,000 tested, under 10 active. Potency, µM (top dose mostly 9.22 µM), for inactives: at the top dose activation of IL-2 secretion, usual class: activators; note: % of control where 0% means no effect
#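 IL-2 release read by HTRF sandwich (Eu cryptate donor, d2 acceptor, 665 nm emission) after 48 hr exposure of primary human leukocytes to compound together with anti-CD3 beads in the absence of co-stimulatory signals.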
# An asterisk follows results filed as active; ? = inconclusive; / = not tested or not shown; [ ] = remark or other dose. Unless noted, calls come from the whole dose curve; as a rule, active = well fitted curve in the direction sought with a large enough effect; inconclusive = small, poorly fitted or top-dose-only effect, or another doubt; inactive = no such curve, though single readings can be large; an effect the other way counts as inactive or inconclusive.
SMILES,TSHR antag,MLL CXXC-DNA inh,GALK inhibitor,BCR signal inh,AT treatment,Coupling enz,Giardia killer,Tb PFK inh,KCNH2 WT inh,TCR activator
Cc1c(C)c2c(OCC(=O)NCCCO)cc3c(c2oc1=O)CCC(C)(C)O3,-11.4,0.4%,/,?,-0.1%,2.6,-11.0,1.6%,-3.9,2.9%
CN(c1ccccc1)c1nc(N)c([N+](=O)[O-])c(NCc2ccco2)n1,-2.5,-2.2%,-2.8%,6.3%,-0.6%,-1.8,-17.2,0.2%,-2.3,1.2%[46.1 µM]
COc1ccccc1CN=Cc1[nH]c2ccc(Br)c(Cl)c2c1O,5.0,17.6%,-1.8%,?,6.1%,-44.0*,-13.1,-11.4%,-2.6,6.0%
O=C(/C=C/c1ccc2c(c1)OCO2)NCCSCc1ccc(Cl)cc1,0.9,19.5%,-5.5%,8.2%,1.0%,2.0,0.3,?,-32.5,-3.5%
COc1ccccc1C(CC(=O)O)c1ccc2c(c1)OCO2 (stereo not drawn),-5.5,9.4%,-4.1%,12.7%,-25.4%,2.4,5.2,0.2%,-1.4,11.7%
COc1ccc(/C=N/NC(=O)C2CCN(c3ncc(C(F)(F)F)cc3Cl)CC2)cc1,16.3,38.3%[activator],1.3%,-12.0%,-0.6%,1.0,-7.2,2.3%,-0.9,-4.7%
CCc1ccc(-c2csc(NC(=O)C3CCCO3)c2C(=O)OC(C)C)cc1 (stereo not drawn),7.9,2.5%,2.4%,15.7%,8.7%,2.1,25.9,-4.6%[0.46 µM],2.4,-0.1%
CC(=O)c1cccc(Nc2nc(-c3ccccc3)cs2)c1,-2.1,-1.0%,1.3%,?,5.6%,2.4,6.7,-0.3%,-8.6,2.9%
O=C(c1cc(=O)[nH]c2ccccc12)N1CCN(S(=O)(=O)c2ccc(Cl)cc2)CC1,2.1,/,/,-0.4%,-6.4%,/,-10.8,19.3%,-115.2*,0.4%
CN(c1ccccc1)S(=O)(=O)c1ccc(C(=O)N2CCc3ccccc3C2)cc1,-5.8,-4.5%,-0.3%,0.2%,5.1%,1.1,16.8,0.0%,24.2,-2.0%
N#Cc1cn(-c2ccccc2)nc1-c1ccco1,-4.5,-4.9%,0.5%,4.9%,-3.4%,0.5,-4.6,-0.7%,-2.4,-2.8%
Cc1cc(C)cc(CN2CCC(Oc3ccc(C(=O)N4CCCC4)cc3)CC2)c1,-6.2,4.7%,/,-3.6%,-0.1%,-1.2,10.7,0.5%,18.0,-1.4%
CCC(=O)NCCc1cc2ccc(C)c(C)c2[nH]c1=O,-5.7,3.7%,-0.5%,-0.1%,1.8%,0.4,-8.7,7.9%,-4.6,-0.1%[46.1 µM]
CCc1cc(=O)oc2c(C)c(OC(C)C(=O)N3CCC[C@@H]3C(=O)O)ccc12 (stereo partly drawn),12.3,-3.1%,/,-2.2%,-4.7%,0.0,3.9,5.7%,-1.0,9.0%
Cc1ccc(C(=O)OCC(=O)NC(=O)c2cccn2C)cc1[N+](=O)[O-],1.2,1.1%,-1.1%,0.4%,0.4%,0.2,-6.9,0.6%,-6.9,9.3%
COc1ccc2c(c1OC)C(=O)N1N=C(c3ccccc3)CC21 (stereo not drawn),-3.6,9.5%,-0.7%,?,-2.3%,-0.1,-11.1,2.7%,-5.0,4.7%
CN(C(=O)CSc1nc2ccccc2c(=O)n1-c1ccccc1Cl)C1CCS(=O)(=O)C1 (stereo not drawn),0.5,/,/,-10.9%,6.7%,/,-2.2,15.6%,1.5,-11.3%
Cc1ccc(SCCNC(=O)c2cccc([N+](=O)[O-])c2C)cc1,5.3,-9.5%,2.4%,-11.4%,-1.9%,-0.5,12.0,-8.3%,9.9,1.4%
CCOC(=O)c1ccccc1NC(=O)CSc1nc(N)cc(=O)[nH]1,-2.7,-2.0%,0.2%,9.3%,2.3%,-2.3,-7.2,3.5%,-10.8,2.6%
O=C(C1=C[C@H](C2CC2)C[C@H](OCCCCO)O1)N1CCN(Cc2ccccc2)CC1,-7.6,?,2.4%,1.0%,5.5%,-0.5,-5.2,1.2%,/,2.0%
Cc1ccc(S(=O)(=O)N2C3C=CC(C3)C2C(=O)O)cc1 (stereo not drawn),-3.6,-1.9%,2.3%,5.6%,-1.5%,0.4,3.8,-0.3%,-2.1,-3.9%
CN(Cc1ccccc1)C(=O)C1CCN(S(=O)(=O)c2cccc3nsnc23)CC1,-8.8,6.4%,-5.7%,6.2%,0.9%,-0.6,1.1,0.2%,0.5,4.5%
CCNS(=O)(=O)c1ccc(CCC(=O)Nc2ccc(C(=O)OC)cc2)cc1,16.6,2.7%,-1.0%,0.2%,-6.0%,-2.1,-2.7,-0.7%,-6.1,-32.0%
O=c1[nH]n(-c2ccc(Cl)cc2)c2ncccc12,-6.2,-15.6%,-2.6%,?,-2.4%,3.4,-2.5,2.9%,-9.5,1.0%
O=c1oc2cc(O)ccc2c2c1CCCC2,14.0,-7.2%,1.9%,11.3%,-1.4%,4.9,-2.8,-14.5%,-4.8,-3.8%
O=C(NC(=S)Nc1nc(-c2ccccc2)cs1)c1cccs1,13.7,?,0.1%,1.6%,15.5%,1.1,11.0,0.3%,-14.8,12.2%[46.1 µM]
O=C(NC(=S)NCCN1CCOCC1)c1cccc(Cl)c1,-6.2,2.9%,-1.5%,-6.9%,0.3%,/,8.2,1.1%,6.6,-0.9%
Cn1c(SCC(=O)Nc2ccc3[nH]c(=O)[nH]c3c2)nnc1-c1ccccc1,0.2,11.6%,5.0%,-9.1%,2.3%,/,-15.5,2.2%,10.3,3.9%
COc1cc2nc(CC(C)C)n(NC(=O)c3ccccc3Br)c(=O)c2cc1OC,-4.4,-5.8%,-3.5%,?,-19.8%,2.8,-3.0,-2.4%,2.0,4.1%
CCOC(=O)C(=Cc1cc(=O)c(OC)co1)C(=O)OCC,28.1,-1.5%,/,?,-1.9%,0.7,-24.7,-1.4%,6.8,-1.4%[46.1 µM]
CC[C@H]1OC(=O)[C@H](C)[C@@H](O[C@H]2C[C@@](C)(OC)[C@@H](O)[C@H](C)O2)[C@H](C)[C@@H](O[C@@H]2O[C@H](C)C[C@H](N(C)C)[C@H]2O)[C@](C)(O)C[C@@H](C)CN(C)[C@H](C)[C@@H](O)[C@]1(C)O,/,-1.0%,/,/,/,/,38.7[activator],/,5.2,-0.3%
C/C=C(\C)C(=O)N[C@@H](C)CN1C2=NC[C@H](C(C)C)N2C[C@H]1Cc1ccc(OC)cc1,-0.2,4.1%,4.8%,3.6%,-32.3%,-0.6,24.8,-6.2%,-5.8,1.7%
COc1cccc2cc(C(=O)Nc3cc(C)cc(C)c3)/c(=N/NS(=O)(=O)c3ccccc3)oc12,2.7,2.9%,-3.9%,?,-0.9%,/,-17.0,3.2%,3.8,1.9%
O=C(CSc1nc(-c2ccco2)cc(C(F)(F)F)n1)N1CCN(c2cccc(Cl)c2)CC1,-5.9,-0.5%,-0.2%,14.9%,3.6%,-3.3,-1.1,-5.8%,2.1,3.3%[46.1 µM]

# Some of these compounds in order of number of heavy atoms, low to high.
SMILES,TSHR antag,MLL CXXC-DNA inh,GALK inhibitor,BCR signal inh,AT treatment,Coupling enz,Giardia killer,Tb PFK inh,KCNH2 WT inh,TCR activator
O=c1[nH]n(-c2ccc(Cl)cc2)c2ncccc12,-6.2,-15.6%,-2.6%,?,-2.4%,3.4,-2.5,2.9%,-9.5,1.0%
Cn1c(SCC(=O)Nc2ccc3[nH]c(=O)[nH]c3c2)nnc1-c1ccccc1,0.2,11.6%,5.0%,-9.1%,2.3%,/,-15.5,2.2%,10.3,3.9%
COc1cc2nc(CC(C)C)n(NC(=O)c3ccccc3Br)c(=O)c2cc1OC,-4.4,-5.8%,-3.5%,?,-19.8%,2.8,-3.0,-2.4%,2.0,4.1%

# Full records from above. Order of values: TSHR antag, MLL CXXC-DNA inh, GALK inhibitor, BCR signal inh, AT treatment, Coupling enz, Giardia killer, Tb PFK inh, KCNH2 WT inh, TCR activator
# Profile of C/C=C(\C)C(=O)N[C@@H](C)CN1C2=NC[C@H](C(C)C)N2C[C@H]1Cc1ccc(OC)cc1 : -0.2, 4.1%, 4.8%, 3.6%, -32.3%, -0.6, 24.8, -6.2%, -5.8, 1.7%
# Profile of O=c1[nH]n(-c2ccc(Cl)cc2)c2ncccc12 : -6.2, -15.6%, -2.6%, ?, -2.4%, 3.4, -2.5, 2.9%, -9.5, 1.0%
